From PubChem BioAssay
XiGFP reactiv: activators of inactive X chromosome reactivation, primary screen, imaging, XiGFP fibroblasts, GFP high-content imaging, set 2; XiGFP mouse fibroblasts, % GFP-positive cells imaging, 3 d; cells co-treated with 5-aza-dC sensitizer; scaled so ellipticine positive control = 100%; activation, % at 7.58 µM; actives 0.055% (n = 360,000);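 active = mean normalized replicate activation at least 10% and every replicate at or above 10%; inconclusive = only one of the two criteria met; inactive = mean below 10% and not all replicates reach 10%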;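 also: 0% = median of on-plate neutral control wells and 100% = ellipticine 6 µM median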
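Material: SV40-immortalized XiGFP fibroblast cells, line 68-5-11 | Buffer or medium: DMEM containing 5-aza-dC | Dosing: One concentration, pinned | Times: 3 d treatment, 15 min room-temperature fixation | Controls: Ellipticine 6 µM positive control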
S100A4 inh HTS: inhibitors of S100A4-myosin IIA peptide binding, primary screen, biochemical, fluorescence polarization, TAMRA-MyoIIA peptide. actives 0.14% (n = 360,000). inhibition, % at 10.7 µM. Protein S100-A4 (Homo sapiens), P26447;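 active = mean inhibition of at least 70% across replicates, with every replicate also reaching that level; inconclusive = mean inhibition reaches 70% but some replicates fall short; inactive = mean inhibition below 70%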
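Material: human S100A4 monomer with TAMRA-labelled myosin IIA peptide; buffer or medium: HEPES pH 7.2 with CaCl2, KCl, NaCl, DTT, Triton; compound dosing: one concentration per compound; schedule: 5 min incubation before reading; benchmarks: neutral control DMSO, positive control TFP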
RAD52 inh: RAD52 DNA annealing inhibitors, primary screen, biochemical, FRET, single point, set 2; DNA repair protein RAD52 homolog (Homo sapiens), P43351; recombinant RAD52 DNA annealing, FRET fluorescence; inhibition, % at 18.7 µM; actives 0.46% (n = 360,000); AID 651710, 2012;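 active = every replicate showing at least 50% inhibition; inconclusive = mean inhibition at least 50% but not in every replicate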
Target sequence (P43351 whole entry, looked up): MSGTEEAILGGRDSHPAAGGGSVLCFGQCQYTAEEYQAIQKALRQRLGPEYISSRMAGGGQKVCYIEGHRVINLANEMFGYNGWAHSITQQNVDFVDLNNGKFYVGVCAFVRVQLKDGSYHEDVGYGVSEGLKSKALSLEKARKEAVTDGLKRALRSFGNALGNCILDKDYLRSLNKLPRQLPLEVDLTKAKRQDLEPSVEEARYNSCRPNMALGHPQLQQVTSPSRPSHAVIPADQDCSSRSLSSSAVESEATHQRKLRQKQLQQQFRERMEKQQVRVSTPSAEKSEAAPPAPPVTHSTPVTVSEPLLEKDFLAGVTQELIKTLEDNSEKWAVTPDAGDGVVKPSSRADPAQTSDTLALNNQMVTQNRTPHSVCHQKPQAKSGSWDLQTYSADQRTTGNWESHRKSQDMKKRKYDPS
esBAF inh: Bmi1 luciferase reporter increase in mESCs, primary screen, esBAF inhibitor project, mouse ES cells, Bmi1 luciferase knock-in, single point; 24 h; 100% = twice the neutral-well signal; reporter increase, % at 12.5 µM; actives 2% (n = 350,000); AID 602393, 2012; in the data active = activation above about 40%; inconclusive = no clear call, values can overlap the other calls;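 also: 0% = median of the plate's neutral control wells and 100% = double that signal; a rise in the Bmi1 reporter signal indicates esBAF inhibition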
ERp5 inh: inhibitors of ERp5-driven insulin aggregation, primary screen, biochemical, turbidity, absorbance 650 nm, single point | Protein disulfide-isomerase A6 (Homo sapiens), Q15084 | 90 min | inhibition, % at 9.99 µM | actives 0.05% (n = 350,000);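 active = mean replicate inhibition above about 25%, with every replicate also reaching it, limit read from the data, passing the limit was not always enough; inconclusive = only one of those two criteria met; inactive = neither criterion met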
ERAP1 HTS inh: human ERAP1 aminopeptidase inhibitors, primary screen, biochemical, single point, plate reader. Endoplasmic reticulum aminopeptidase 1 (Homo sapiens), Q9NZ08. recombinant ERAP1, Leu-AMC fluorescence, 60 min. inhibition, % at 10.7 µM. actives 0.15% (n = 340,000);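 active = mean replicate inhibition of at least 30%, or all replicates individually reaching that 30% level; inactive = mean below 30% and not every replicate reaching it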;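 also: 0% = neutral control wells and 100% = L-leucinethiol positive control wells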
RAD54 branch: inhibitors of human RAD54 branch migration, primary screen, biochemical, fluorescence, single point; RAD54 Holliday junction branch migration, FAM/BHQ fluorescence; inhibition, % at 10.4 µM; actives 0.14% (n = 360,000); AID 602329, 2012;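 active = mean normalized replicate activity at least 40 and at least half of replicates scoring 40 or more; inconclusive = only one of the two criteria met; inactive = mean below 40 and under half of replicates reaching 40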;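 also: 0% = median of neutral control wells and 100% = median of positive control wells; inhibitors cause a drop in the FAM fluorescence signal; in these data hits start at about 50%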
E-sel inducer: E-selectin induction in HUVECs, primary screen, imaging, HUVEC, immunofluorescence imaging, single point; actives 0.37% (n = 260,000); P16581; activation, % at 7.58 µM; normalized: neutral wells 0, TNF-alpha wells 100; AID 686992, 2013;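 active = mean E-selectin-positive cell signal at least 10% of the positive control, reached in at least 60% of replicates, without over 20% cell loss; inconclusive = no rule given, readout overlaps actives, possibly toxicity-flagged; inactive = the rest, including those meeting only one limit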;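 also: in these data hits start at about 27%; measured in HUVEC primary endothelial cells; signal is the percent of cells scored E-selectin positive by PE staining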
Target sequence (P16581 whole entry, looked up): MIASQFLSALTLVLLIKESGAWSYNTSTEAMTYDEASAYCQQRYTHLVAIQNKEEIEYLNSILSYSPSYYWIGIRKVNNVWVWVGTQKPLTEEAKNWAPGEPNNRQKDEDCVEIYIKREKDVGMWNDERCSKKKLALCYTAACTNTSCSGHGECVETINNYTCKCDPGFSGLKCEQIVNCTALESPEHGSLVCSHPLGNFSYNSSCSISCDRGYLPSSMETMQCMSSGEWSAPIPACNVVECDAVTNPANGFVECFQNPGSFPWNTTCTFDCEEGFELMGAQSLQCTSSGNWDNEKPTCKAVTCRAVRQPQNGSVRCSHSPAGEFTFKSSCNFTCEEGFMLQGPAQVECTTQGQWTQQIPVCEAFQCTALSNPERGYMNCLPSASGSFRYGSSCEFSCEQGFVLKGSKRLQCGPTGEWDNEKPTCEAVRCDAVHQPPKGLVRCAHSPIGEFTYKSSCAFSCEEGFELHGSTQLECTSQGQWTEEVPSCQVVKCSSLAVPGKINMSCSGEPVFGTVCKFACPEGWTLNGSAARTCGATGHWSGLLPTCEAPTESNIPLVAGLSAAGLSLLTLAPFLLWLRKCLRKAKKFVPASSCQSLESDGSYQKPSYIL
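material = human umbilical vein endothelial cells (HUVEC), E-selectin induction | quantity = 3,000 cells/well | medium = EGM-2 growth medium on 0.1% gelatin-coated wells | technique = immunofluorescence imaging | read-out basis = % PE-positive cells | control set = TNF-alpha positive control, DMSO neutral control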
* = called active by the depositor; ? = inconclusive; . = no result given; & = joins results of further samples.

SMILES	XiGFP reactiv	S100A4 inh HTS	RAD52 inh	esBAF inh	ERp5 inh	ERAP1 HTS inh	RAD54 branch	E-sel inducer
CC(C)CC#Cc1ccc([C@H]2[C@H](CO)N3C(=O)CN(C(=O)Cc4ccccc4)C[C@@H]23)cc1	-0.1	1	-10	.	-1	0	.	0.2
Cc1ccc(/C=N/NC(=O)c2nnn(-c3nonc3N)c2CN(C)C2CCCCC2)cc1	0.1	18	-3	-2	5	0	0	.
O=C(Nc1ccccc1F)N1C[C@@H]2N[C@H](C1)C2c1ccc(-c2cccc(F)c2)cc1 (some centres not stated)	0.0&0.0	-13&-1	31&41	.	4&3	2&3	.	0.8&0.1
Cc1c(NC(=O)COC(=O)Cc2ccc(Br)cc2)c(=O)n(-c2ccccc2)n1C	-0.1	-1	-13	-3	13	5	1	.
COCCNC(=S)N/N=C(\C)c1cccc([N+](=O)[O-])c1	0.1	3	-4	4	-6	-4	.	2.9
O=C(Cc1ccc(S(=O)(=O)N2CCOCC2)s1)N1CCN(c2ccc(C(F)(F)F)cc2[N+](=O)[O-])CC1	0.1	-8	-14	8	1	-2	-3	0.1
CCOC(=O)C1=C(C)N(C)C(=S)NC1c1cccc(Cl)c1Cl (configuration not stated)	0.0	-5	-6	.	4	-5	1	.
O=C(NC(=S)Nc1ccc(-c2nc3ncccc3o2)cc1)c1ccccc1F	0.1	-7	-27	.	?	-8	.	2.1
C[C@H]1CN([C@@H](C)CO)C(=O)c2cccc(NC(=O)NC3CCCCC3)c2O[C@@H]1CN(C)C(=O)NC1CCCCC1	0.2	0	0	0	2	-2	3	1.1
O=C1CN(C(=O)COC(=O)CNC(=O)c2ccc(Cl)cc2)c2ccccc2N1	-0.1	2	-12	.	2	0	.	0.7
COc1cccc(-c2cc(C(F)(F)F)nc(-n3ccc([N+](=O)[O-])n3)n2)c1	1.4	0	-2	-3	-4	.	.	1.7
O=C(OCc1cn([C@@H]2CN(CC3CCCCC3)[C@@H](c3ccccc3)C[C@H]2O)nn1)c1ccccc1	0.1	-4	-9	-5	-2	.	7	-0.9
Cc1ccc(S(=O)(=O)N2CCN(C(=O)c3ccccc3OCc3c(C)noc3C)CC2)cc1	0.0	1	-16	1	-1	1	-9	-0.3
CCOC(=O)NC(N(O)c1cccc(Cl)c1)C(Cl)(Cl)Cl (configuration not stated)	0.1	-2	-15	.	8	-2	-12	.
C[C@@H]1CN([C@@H](C)CO)C(=O)c2cccc(NC(=O)C3CCCCC3)c2O[C@H]1CN(C)CC1CC1	-0.8	5	-5	-1	7	-3	-4	-0.3
CC(C1CC2CCC1C2)n1c(-c2cccs2)n[nH]c1=S (configuration not stated)	2.1	-5	-5	.	0	0	10	.
O=C(CSc1n[nH]c(-c2ccncc2)n1)Nc1ccccc1	0.2	5	-3	2	0	2	3	0.2
COc1ccccc1OCCNC(=O)c1cc(F)c(F)cc1Cl	-0.5	1	-9	.	1	10	.	6.1
COc1ccc(NC(=O)Nc2ccc3c(c2)C(=O)N([C@H](C)CO)C[C@H](C)[C@@H](CN(C)CC2CCCCC2)OCCCC[C@@H](C)O3)cc1	0.0	15	-2	-4	8	1	8	-0.1
O=C(NC1(Cc2ccc(O)cc2)CCCCC1)c1ccccc1	0.1	4	-1	5	-2	0	-1	0.7
CCCCn1c(=O)[nH]c2ccccc21	0.0	0	5	-1	-4	0	-11	0.2
O=[N+]([O-])c1ccc(Nc2c3ccccc3nc3ccccc23)cc1	0.1	2	-6	.	2	-20	.	.
Cc1cc2c(cc(C(=O)OC(C(=O)NCC3CCCO3)C(C)C)n2C)o1 (configuration not stated)	0.0	-7	-12	.	0	-1	.	.
COc1ccc(C(C)(C)C)cc1NC(=O)OC[C@@H]1CSCCS(=O)(=O)N1	-0.2	-3	-8	.	5	13	.	0.1
C[C@@H]1CN([C@H](C)CO)C(=O)Cc2cc(NS(C)(=O)=O)ccc2O[C@H]1CN(C)S(=O)(=O)c1cccs1	-0.6	0	5	-2	0	1	-6	0.0
CCN(CC)C(=O)c1cccc(-c2csc(C(O)c3cccc(Cl)c3)n2)c1 (configuration not stated)	0.4	8	6	-5	-6	5	1	-0.1
Cc1ccc(CNc2ncnc3ccc(-c4ccc(CO)o4)cc23)o1	0.2	-5	-23	-7	0	-4	-2	2.6
COCC(=O)N1CC(=O)N2[C@H](CO)[C@H](c3ccc(C#CC4CC4)cc3)[C@H]2C1	0.0	12	-2	.	-1	-5	.	-0.1
CC(C)CC#Cc1ccc([C@H]2[C@@H](CO)N3CCCCN(C(=O)NC4CCCC4)C[C@@H]23)cc1	-0.1	-4	-1	-3	6	2	-3	0.0
Cc1ccc(-c2ccc(SCC(=O)NC3CCCCC3)nn2)cc1	0.0	2	-11	52*	-3	-1	5	-0.2
CCCc1sc(N)nc1-c1ccc(Cl)cc1	0.3	9	-6	.	-3	4	.	-0.7
COC(=O)C[C@@H]1CC[C@H]2[C@H](COc3ccc(NS(=O)(=O)c4ccc(F)cc4)cc3C(=O)N2C)O1	0.0	.	15	5	3	.	3	0.2
C[C@H](O)C#Cc1ccc2c(c1)O[C@H](CN(C)Cc1ccccn1)[C@H](C)CN([C@@H](C)CO)S2(=O)=O	-0.6	21	-6	-4	11	0	-4	0.2
CCOC(=O)C1(C(F)(F)F)N=C(c2ccccc2F)OC(N(C)C)=N1 (configuration not stated)	-0.1	4	-5	-3	-4	5	-30	0.3
CCOc1ccc(NC(=O)N2CCN(S(C)(=O)=O)CC2)cc1	0.1	-3	-9	2	-6	5	.	.
COC(=O)C[C@H]1CC[C@@H]2[C@@H](COc3ccc(NC(=O)Nc4cccc(C#N)c4)cc3C(=O)N2C)O1	0.1	-2	-2	-5	3	-1	-5	0.4
Fc1cccc(Cl)c1CNC(c1ccccc1)c1ccccc1	.	-1	-10	-12	3	1	-4	.
C=CCN1[C@@H](Cc2ccccc2)COCCS1(=O)=O	0.0	1	-9	-3	1	0	-3	0.2
CCCC#Cc1ccc([C@H]2[C@@H](C#N)N(C(=O)C3CCCC3)[C@@H]2CO)cc1	0.1	-11	-43	11	1	6	-34	1.9
Cc1cc2nc3s/c(=C/c4ccc(-c5ccccc5C(=O)O)o4)c(=O)n3c2cc1C	0.1	3	-70	12	4	2	-16	.
C/C(=N\NC(=O)CSc1nc2ccccc2s1)c1ccco1	0.3	-15	-3	.	-4	7	.	-0.4
CN(C)c1ncnc2c1ncn2-c1ccccc1	0.1	-7	-10	59*	-4	5	-2	-0.2
CCCCCn1nc(C)c(/C=N\NC(=O)c2cc(C)oc2C)c1C	.	-5	-9	14	1	0	-9	.
CCCNc1nc2c(c(=O)[nH]c(=O)n2C)n1CCOc1ccccc1	-0.1	-1	-15	8	-3	3	-15	.
Cn1nccc1C(=O)N1CCCC(N2CCN(c3cccc(C(F)(F)F)c3)CC2)C1 (configuration not stated)	0.1	2	-13	5	-4	-7	-17	0.4
CCOc1ccc2[nH]c3nc(SCC(=O)NC4CCCC4)nnc3c2c1	0.2	2	-10	9	5	0	2	-0.1
O=S(=O)(N[C@H]1CC[C@H](CCn2cc(-c3cccc(F)c3)nn2)O[C@@H]1CO)c1ccc(F)cc1	0.0	-5	5	8	1	-3	0	0.1
O=C(Nc1ccc(Oc2ccc(NC(=O)Nc3ccc([N+](=O)[O-])cc3)cc2)cc1)Nc1ccc([N+](=O)[O-])cc1	0.1	3	-13	-5	1	2	-9	0.5
C[C@H](CO)N1C[C@H](C)[C@@H](CN(C)S(=O)(=O)c2cn(C)cn2)Oc2ccc(NC(=O)Nc3cccc4ccccc34)cc2CC1=O	0.1	-3	-5	-1	9	1	-5	0.3
CC(=O)N(c1nnc(-c2ccc(C)cc2)s1)C1CCCC1	0.1	-27	-2	18	3	1	-5	0.0
CCOC(=O)c1c(O)cc(OC)cc1CCc1ccccc1	0.0	-2	-1	-6	2	-2	-5	0.2
O=S(=O)(Nc1nc(-c2ccccc2)cs1)c1cccc(C(F)(F)F)c1	0.2	5	-22	-2	1	-4	-10	-0.2
Cc1ccccc1-c1ccc([C@H]2[C@H](CO)N3C(=O)CN(C(=O)NC4CCCC4)C[C@@H]23)cc1	0.3	10	-6	.	-4	3	.	0.1
CCC(=O)N1[C@@H](CO)[C@@H](c2ccc(-c3ccc(C#N)cc3)cc2)C12CN(C(C)=O)C2	0.0	-10	-6	.	-3	0	.	0.0
COCc1ccc(C(=O)Nc2cccc(S(=O)(=O)N(C)c3ccccc3)c2)cc1	0.0	-1	-15	9	3	-1	.	-0.1
COc1ccc(NC(C)=O)cc1S(=O)(=O)N(C)Cc1c(C)nn(-c2ccccc2)c1C	0.0	-5	-15	0	-2	0	-3	0.0
Cc1oc2ccccc2c1CNC(=O)N(C)C	0.0	-1	-6	.	0	.	.	.
COc1cc(-c2cnc3c(NC(C)=O)cc(-c4ccccc4CN(C)C)cn23)cc(OC)c1OC	0.5	-4	-39	6	5	14	11	.
CCCOP(=O)(c1ccc(N(C)C)cc1)C(Nc1ccccc1)c1ccc(N(C)C)cc1 (configuration not stated)	0.0	6	-8	2	3	2	-4	1.3
CC(C)NC(=O)N(C)C[C@@H]1Oc2c(NS(=O)(=O)c3ccccc3)cccc2C(=O)N([C@H](C)CO)C[C@@H]1C	0.3	5	11	-1	0	2	-6	-1.6
Cc1c(C(=O)N2CCC2)oc2ccc(Br)cc12	0.1	-10	17	16	5	1	5	2.1
Cn1c2ccccc2c(=O)c2ccc(C#CC3(O)CCCCC3)cc21	0.1	2	-22	-37	2	-24	-6	-0.2
O=C(O)C(Cc1ccc(O)cc1)N1C(=O)C2CCCCC2C1=O (configuration not stated)	1.0	0	-18	0	-1	-4	-6	1.3

A different layout for some results above.
CCC(=O)N1[C@@H](CO)[C@@H](c2ccc(-c3ccc(C#N)cc3)cc2)C12CN(C(C)=O)C2
- XiGFP reactiv: 0.0
- S100A4 inh HTS: -10
- RAD52 inh: -6
- esBAF inh: .
- ERp5 inh: -3
- ERAP1 HTS inh: 0
- RAD54 branch: .
- E-sel inducer: 0.0
O=C(O)C(Cc1ccc(O)cc1)N1C(=O)C2CCCCC2C1=O (configuration not stated)
- XiGFP reactiv: 1.0
- S100A4 inh HTS: 0
- RAD52 inh: -18
- esBAF inh: 0
- ERp5 inh: -1
- ERAP1 HTS inh: -4
- RAD54 branch: -6
- E-sel inducer: 1.3
O=C(Nc1ccc(Oc2ccc(NC(=O)Nc3ccc([N+](=O)[O-])cc3)cc2)cc1)Nc1ccc([N+](=O)[O-])cc1
- XiGFP reactiv: 0.1
- S100A4 inh HTS: 3
- RAD52 inh: -13
- esBAF inh: -5
- ERp5 inh: 1
- ERAP1 HTS inh: 2
- RAD54 branch: -9
- E-sel inducer: 0.5
